Screening data deposited in PubChem by several laboratories.
APP transl inh: inhibitors of APP translation via 5'UTR reporter, primary screen, APP 5'UTR luciferase, SH-SY5Y cells | SH-SY5Y APP 5'UTR-luciferase reporter, luminescence | inhibition, % at 2 µM | actives 0.82% (n = 190,000);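 active = inhibition above a set limit, derived from the sample mean plus 3 SD, cut at about 45% in these data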; also: values of inactives mirror those of a sister screen read the other way
G6PDH CS: L. mesenteroides G6PDH inhibitors, counter-screen for G6PDH-coupled screening assays, biochemical, Leuconostoc mesenteroides enzyme; inhibition, % at 5 µM; glucose-6-phosphate dehydrogenase [Leuconostoc mesenteroides]; Purified L. mesenteroides G6PDH, diaphorase/resazurin coupled fluorescence, 45 min; actives 0.12% (n = 200,000); AID 1020, 2008; in the data active = inhibition above about 50%
TLR4-MyD88 BLA: inhibitors of TLR4-MyD88 association in cells, primary screen, cell-based, HeLa CL3-4, BLA complementation, FRET ratio | actives 0.18% (n = 200,000) | HeLa CL3-4 TLR4/MyD88 BLA complementation | Toll-like receptor 4 (Homo sapiens) + Myeloid differentiation primary response protein … | inhibition, % at 8.4 µM | AID 861, 2007; in the data active = inhibition above about 25%;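 also: 0% = vehicle and 100% = reference inhibitor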
Target sequence (O00206 whole entry, looked up): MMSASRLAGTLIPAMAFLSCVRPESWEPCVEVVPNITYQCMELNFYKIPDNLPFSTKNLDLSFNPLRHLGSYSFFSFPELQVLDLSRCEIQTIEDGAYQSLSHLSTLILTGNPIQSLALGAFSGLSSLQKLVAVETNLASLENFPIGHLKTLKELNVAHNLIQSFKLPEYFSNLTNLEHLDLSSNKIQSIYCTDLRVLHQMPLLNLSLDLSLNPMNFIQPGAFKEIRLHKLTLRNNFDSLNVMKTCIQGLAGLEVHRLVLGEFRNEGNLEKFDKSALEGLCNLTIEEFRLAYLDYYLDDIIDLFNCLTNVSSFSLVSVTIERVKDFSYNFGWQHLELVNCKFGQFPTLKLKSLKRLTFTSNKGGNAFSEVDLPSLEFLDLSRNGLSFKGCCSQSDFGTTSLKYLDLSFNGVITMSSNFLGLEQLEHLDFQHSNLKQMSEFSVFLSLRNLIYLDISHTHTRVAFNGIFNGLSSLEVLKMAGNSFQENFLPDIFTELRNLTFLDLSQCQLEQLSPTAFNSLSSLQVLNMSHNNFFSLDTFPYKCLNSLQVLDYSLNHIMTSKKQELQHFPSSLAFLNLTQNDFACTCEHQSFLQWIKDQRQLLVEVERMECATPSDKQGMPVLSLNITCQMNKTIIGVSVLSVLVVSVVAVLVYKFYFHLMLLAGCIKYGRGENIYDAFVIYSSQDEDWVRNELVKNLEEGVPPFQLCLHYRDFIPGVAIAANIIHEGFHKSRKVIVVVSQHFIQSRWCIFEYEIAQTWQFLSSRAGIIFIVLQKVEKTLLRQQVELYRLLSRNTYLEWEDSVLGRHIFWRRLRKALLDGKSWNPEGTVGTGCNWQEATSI
Target sequence (Q99836 whole entry, looked up): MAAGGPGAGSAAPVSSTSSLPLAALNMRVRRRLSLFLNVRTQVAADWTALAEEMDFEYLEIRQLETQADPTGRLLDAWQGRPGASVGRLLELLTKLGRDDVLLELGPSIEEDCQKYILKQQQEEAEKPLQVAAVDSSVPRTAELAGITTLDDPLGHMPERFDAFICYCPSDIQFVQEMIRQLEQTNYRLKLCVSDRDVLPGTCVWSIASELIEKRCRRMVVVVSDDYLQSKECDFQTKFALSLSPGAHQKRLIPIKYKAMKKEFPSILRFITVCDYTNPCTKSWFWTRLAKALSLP
Diaph act CS: compounds boosting diaphorase resazurin reduction – biochemical, uHTS, resorufin fluorescence, counter-screen for diaphorase-coupled primary assays, primary screen | Diaphorase/resazurin coupled assay, 16 min; active compounds read high; 1 = vehicle wells, 0 = NADH-free wells | activation factor at 20 µM | actives 0.005% (n = 190,000);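 active = diaphorase activity raised at least twofold by the compound at 20 µM; inactive = activation factor below 2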
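Test system: Clostridium kluyveri diaphorase, purified enzyme. Buffer or medium: 50 mM HEPES pH 7.4 buffer plus MgCl2 and Tween 20. Also added: 0.114 mM NADH and 0.1 mM resazurin, final amounts. Dosing: compound 20 µM once, DMSO 1%. Schedule: 16 min enzyme reaction, ambient temperature. Detection: fluorescence of resorufin, 544 nm excitation, 590 nm emission.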
STAT1 activator: STAT1 signaling activators, primary screen, cell-based, HTS, luciferase reporter; activation (% of control), % at 5.5 µM; actives 2.6% (n = 200,000); NIH 3T3 STAT1-luciferase reporter, IFN-gamma, luminescence; 100% = IFN-gamma alone, no compound;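 active = activation above the screen-wide mean activation plus 3 SD, cut at about 130% in these data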;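 also: raw ratio to IFN-gamma control signal so 100% means no change and 0% no light; values of inactives mirror those of a sister screen read the other way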
STAT3 act: IL-6 driven STAT3 reporter potentiators, primary screen, U3A cells, luciferase, luminescence, MLSCN library | actives 0.91% (n = 190,000) | IL-6 STAT3-luciferase reporter; 100% = signal with IL-6 EC80 alone | AID 871, 2007 | activation (% of control), % at 5.6 µM;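 active = activation above the screen-wide mean of compound activation plus 3 SD, cut at about 130% in these data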;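 also: 0% = background luminescence of wells with medium and substrate only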
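Detection: reporter luminescence signal / Assay system: STAT1-lacking human U3A cells, STAT3 luciferase reporter / Incubation: compound pre-incubation 1 h before IL-6, then 6 h stimulation at 37 °C / Control set: IL-6-only high control / Read-out: % activation relative to IL-6 control / Probe or stimulus: Interleukin-6, 33 ng/mL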
Diaph inh CS: diaphorase inhibitors and chemical oxidizers, primary screen, counter-screen for diaphorase-coupled primary assays, biochemical, uHTS, resorufin fluorescence; diaphorase resazurin-to-resorufin fluorescence, NADH, 16 min; bacterial (C. kluyveri) enzyme, not human; inhibition, % at 20 µM; actives 0.69% (n = 190,000);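 active = primary screen inhibition at 20 µM above a set limit, cut at about 50% in these data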;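 also: plate controls were DMSO with full reaction for no effect and wells lacking NADH for full effect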
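Detection: fluorescence of resorufin formed from resazurin, Ex 544/Em 590 nm; test system: Clostridium kluyveri diaphorase enzyme; amount: 0.14 U/mL diaphorase, enzyme working solution; times: 16-min room-temperature incubation before reading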
STAT3 blocker: IL-6 driven STAT3 reporter inhibitors, primary screen, U3A cells, luciferase, luminescence, MLSCN library; IL-6 STAT3-luciferase reporter; host cell line lacks STAT1; inhibition, % at 5.5 µM; actives 0.89% (n = 190,000); AID 862, 2007;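 active = inhibition above the mean inhibition across all screened compounds plus 3 SD, cut at about 44% in these data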;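 also: 0% = DMSO only wells and 100% = 100 µM nifuroxazide control wells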
Hsp70 act: Hsp70 transcriptional activators, primary screen, cell-based, HeLa, Hsp70 promoter luciferase, luminescence, 10 µM | activation, % at 10 µM | actives 0.04% (n = 200,000) | HeLa Hsp70 promoter luciferase reporter; scaled: vehicle 0, proteasome-inhibitor control 100%;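 active = activation above the mean across all tested compounds plus 3 SD, cutoff set per campaign, cut at about 5.5% in these data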;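 also: 100% = MG132 at 30 µM as the positive control and 0% = DMSO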
STAT1 inh: STAT1 signaling inhibitors, primary screen, cell-based, HTS, luciferase reporter | inhibition, % at 5.5 µM | NIH 3T3 STAT1-luciferase reporter, IFN-gamma, luminescence | actives 0.35% (n = 200,000);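 active = inhibition above a set limit, the mean inhibition across all tested compounds plus 3 SD, cut at about 34% in these data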;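 also: 0% = IFN-gamma with DMSO and 100% = IFN-gamma with 300 µM nifuroxazide; values of inactives mirror those of a sister screen read the other way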
* marks the source's active call; other numbers are inactive results; . = no result given.

SMILES | APP transl inh | G6PDH CS | TLR4-MyD88 BLA | Diaph act CS | STAT1 activator | STAT3 act | Diaph inh CS | STAT3 blocker | Hsp70 act | STAT1 inh
C/C(=N\O)c1ccc2c3c([nH]c2c1)CCCC3 | -62 | 0 | 7 | 0.8 | 119 | 90 | 18 | 17 | -0.1 | -21
CC1(C)C(C=C(Cl)Cl)C1C(=O)N(Cc1ccc(Cl)cc1)C1CCS(=O)(=O)C1 (configuration not stated) | 0 | 3 | 8 | 0.8 | 100 | 102 | 23 | -2 | 0.0 | -1
Cc1cc(-c2cccc([N+](=O)[O-])c2)nc2ccccc12 | -6 | 6 | -3 | 0.9 | 93 | 98 | 10 | 2 | -0.2 | 8
O=C1c2cccc3c([N+](=O)[O-])ccc(c23)C(=O)N1c1ccc(Cl)cn1 | 78* | 7 | 86* | 0.6 | 106 | 110 | 44 | -7 | -0.2 | -7
CS(=O)(=O)N(CCc1ccccc1)CC(=O)NCC1CCCO1 (configuration not stated) | 10 | 0 | -7 | 0.9 | 98 | 100 | 5 | 3 | 0.4 | 2
CC1CCc2cc(F)ccc2N1C(=O)c1ccc2c(c1)OCO2 (configuration not stated) | -10 | 6 | 18 | 0.9 | 88 | 109 | 7 | -6 | -0.1 | 13
O=C(c1ccccc1)C1C(=O)c2ccccc2C1=O | 8 | 2 | 12 | 0.9 | 99 | 107 | 8 | -2 | -0.1 | 1
COCCSc1nnc(NC(=O)C(C)(C)C)s1 | -20 | 8 | -6 | 0.9 | 118 | 95 | 13 | 10 | -0.2 | -20
O=C(OCCCN1CCCC1)C1(c2ccccc2)CCCC1 | -14 | -14 | -5 | 0.8 | 101 | 98 | 19 | 6 | -0.2 | -1
COC(=O)c1[nH]nc2c1C(=O)N(C1CCCCC1)C2=O | -14 | 0 | -11 | 0.9 | 103 | 114 | 8 | -5 | 0.0 | -3
CCOC(=O)CCCCC(=O)c1[nH]c(=O)[nH]c1CSCCO | 10 | 12 | 1 | 0.9 | 93 | 94 | 14 | 14 | -0.2 | 8
O=C1NN(c2ccc(Cl)cc2)C(=O)/C1=C\c1ccc(-c2cccc(C(=O)O)c2)o1 | -11 | 6 | 13 | 0.5 | 105 | 107 | 53* | -5 | -0.2 | -6
Fc1ccc(-c2nn(-c3ccccc3)cc2CNCc2ccccc2)cc1 | 4 | 10 | 0 | 1 | 93 | 97 | 0 | 11 | 1.4 | 6
CCN(c1ccccc1)S(=O)(=O)c1ccc(Cl)c(NC(=O)CSc2nncs2)c1 | -12 | 5 | 23 | 0.9 | 94 | 89 | 14 | 12 | -0.5 | 6
COc1ccc(CN2CCS(=O)(=O)CC2)cc1OC | -45 | 4 | 1 | 1 | 105 | 98 | 1 | 5 | -0.1 | -6
Cc1ccc(NC(=S)NC2CCCC2)cc1C | -12 | 3 | -6 | 0.9 | 113 | 104 | 11 | -6 | -0.1 | -15
CCO[C@H]1OC(C(=O)N2CCCCCCC2)=C[C@@H](c2csc3ccccc23)[C@@H]1CCCO | -11 | 19 | 2 | 0.6 | 104 | . | 42 | . | 0.0 | -2
CCOC(=O)CSc1nc2c(sc(=S)n2Cc2ccco2)c(=O)n1-c1ccc(F)cc1 | -2 | 8 | -5 | 0.8 | 104 | 97 | 24 | 7 | 0.3 | -4
O=C(Cn1cnc2ccccc2c1=O)NCCC(=O)N1CCN(c2ccccc2)CC1 | 4 | 7 | 11 | 0.9 | 91 | 100 | 11 | 5 | -0.3 | 9
Cc1cccc(N(CC(=O)N=Nc2c(O)[nH]c3ccccc23)S(C)(=O)=O)c1C | -2 | -2 | -3 | 0.8 | 100 | 140* | 20 | -48 | -0.4 | 0

Ordered by heavy-atom count (falling): part of the list above.
SMILES | APP transl inh | G6PDH CS | TLR4-MyD88 BLA | Diaph act CS | STAT1 activator | STAT3 act | Diaph inh CS | STAT3 blocker | Hsp70 act | STAT1 inh
O=C1NN(c2ccc(Cl)cc2)C(=O)/C1=C\c1ccc(-c2cccc(C(=O)O)c2)o1 | -11 | 6 | 13 | 0.5 | 105 | 107 | 53* | -5 | -0.2 | -6
COc1ccc(CN2CCS(=O)(=O)CC2)cc1OC | -45 | 4 | 1 | 1 | 105 | 98 | 1 | 5 | -0.1 | -6
Cc1ccc(NC(=S)NC2CCCC2)cc1C | -12 | 3 | -6 | 0.9 | 113 | 104 | 11 | -6 | -0.1 | -15

Further entries follow.
SMILES | APP transl inh | G6PDH CS | TLR4-MyD88 BLA | Diaph act CS | STAT1 activator | STAT3 act | Diaph inh CS | STAT3 blocker | Hsp70 act | STAT1 inh
c1ccc(-c2cc(CSc3nc4ccccc4[nH]3)on2)cc1 | 12 | 1 | 0 | 0.8 | 88 | 63 | 20 | 46* | -0.4 | 13
CNC(=S)Nc1sc2c(c1C(=O)OC)CCC2 | 9 | -4 | -7 | 0.8 | 103 | 102 | 19 | 3 | -0.2 | -5
Cc1nn(Cc2ccc(F)cc2)c(Cl)c1/C=N/NC(=O)c1cccnc1 | 1 | 9 | 3 | 0.9 | 102 | 97 | 6 | 6 | 0.0 | -2
O=C(CN1CC(=O)Oc2ccccc21)OCC(=O)c1ccc(F)cc1 | -9 | 28 | 5 | 0.5 | 84 | 100 | 51* | 8 | 0.2 | 17
O=C(CCC1CCCN(C(=O)c2ccc3c(c2)OCO3)C1)NCc1ccc(F)c(F)c1 (configuration not stated) | -9 | 5 | -4 | 1 | 104 | 96 | -4 | 10 | 0.0 | -5
COC(=O)CSc1nnc(-c2ccc(S(=O)(=O)NCc3ccccc3Cl)cc2)o1 | 4 | 0 | 5 | 0.9 | 98 | 98 | 5 | 3 | -0.1 | 2
NS(=O)(=O)c1ccc(NC(=O)COC(=O)CCc2c[nH]c3ccccc23)cc1 | 12 | 2 | 0 | 0.9 | 99 | 108 | 10 | -1 | 0.1 | 0
Cc1ccc(Cn2nc(C)c(NC(=O)c3cc(-c4ccco4)on3)c2C)cc1 | 9 | 18 | 0 | 0.9 | 94 | 89 | 15 | 22 | -0.3 | 7
Cc1cc(=O)[nH]c(SCC(=O)N(CCC#N)c2ccccc2)c1C#N | 2 | 6 | 6 | 1 | 99 | 103 | 2 | 1 | -0.3 | -2
COc1ccc(C(=O)N(c2ccccc2)C2C=CS(=O)(=O)C2)cc1 (configuration not stated) | 4 | -15 | -4 | 0.9 | 96 | 93 | 8 | 10 | -0.2 | 5
COC(=O)C1CCN(C(=O)c2ccc(SC)cc2OC)CC1 | 1 | 2 | 2 | 0.9 | 97 | 99 | 12 | 8 | -0.2 | 3
Cc1ccc(NC(=O)c2ccc(Cl)cc2[N+](=O)[O-])nc1 | 24 | 9 | 2 | 0.8 | 103 | 96 | 23 | 9 | -0.1 | -5
CCc1nn(CC(=O)NCCCN2CCCC2=O)c(=O)c2cc3sccc3n12 | -24 | -7 | 13 | 0.9 | 95 | 102 | 5 | -3 | 0.9 | 3
Cc1ccc2cc(C#N)c(N3CCCN(C(=O)C4CCCO4)CC3)nc2c1 (configuration not stated) | 10 | 2 | -8 | 0.8 | 102 | 84 | 19 | 24 | -0.2 | -2
COc1ccc(OC)c(S(=O)(=O)NCc2cn3ccsc3n2)c1 | -73 | 1 | 1 | 1 | 101 | 106 | 4 | -3 | -0.3 | -1
O=C(Cn1nc(C(F)(F)F)c2c1CCCC2)N1CCOCC1 | -8 | 12 | -8 | 1 | 99 | 103 | 3 | 2 | 0.0 | 0
O=C(NC1CCCCC1)c1cccc(S(=O)(=O)N2CCOCC2)c1 | 3 | 19 | 4 | 0.9 | 102 | 98 | 12 | 6 | -0.3 | -2
CCOC(=O)c1ccc2nc(Nc3nc4ccc(F)cc4s3)sc2c1 | 7 | 1 | 4 | 0.9 | 62 | 38 | 7 | 73* | -0.6 | 43*
COc1ccc(/C=N/NC(=O)c2ccccc2)cc1CN1CCN(c2ccc(F)cc2)CC1 | -7 | 0 | 8 | 0.9 | 106 | 110 | 10 | -4 | -0.2 | -7
Cc1cccc2[nH]c(CN(C)Cc3nc(CC4CC4)no3)nc12 | 11 | 15 | -1 | 0.9 | 93 | 104 | 7 | -3 | -0.2 | 6
CCN1CCN(Cc2ccc(OCc3ccccc3)c(OC)c2)CC1 | -56 | 4 | 5 | 0.9 | 117 | 100 | 7 | 5 | -0.2 | -18
O=C(NCCCn1ccnc1)c1sc2cccc(F)c2c1Cl | -24 | 6 | -5 | 0.9 | 99 | 104 | 10 | -3 | 0.3 | 1
O=C(OCc1nc2ccccc2s1)c1ccc(Br)o1 | -22 | 7 | -8 | 0.8 | 107 | 120 | 23 | -20 | -0.2 | -8
CN(C)/C=C(\C#N)C(=O)c1cccc(Oc2ccc(Br)cc2)c1 | -4 | 5 | -3 | 0.9 | 101 | 104 | 7 | -2 | 0.1 | -1
Cc1ccccc1OCCCCCn1ccnc1 | -16 | 2 | 5 | 0.9 | 108 | 90 | 6 | 16 | -0.1 | -9
CCCCn1c(=O)n(CC(=O)Nc2ccc(C)c(Cl)c2)c(=O)c2c1ncn2Cc1ccco1 | 9 | -16 | -6 | 0.8 | 111 | 109 | 18 | -4 | -0.2 | -13

Entries of single compounds as entered above. Order of values: APP transl inh | G6PDH CS | TLR4-MyD88 BLA | Diaph act CS | STAT1 activator | STAT3 act | Diaph inh CS | STAT3 blocker | Hsp70 act | STAT1 inh
`CCCCn1c(=O)n(CC(=O)Nc2ccc(C)c(Cl)c2)c(=O)c2c1ncn2Cc1ccco1` in the list: 9 | -16 | -6 | 0.8 | 111 | 109 | 18 | -4 | -0.2 | -13
`O=C(OCc1nc2ccccc2s1)c1ccc(Br)o1` in the list: -22 | 7 | -8 | 0.8 | 107 | 120 | 23 | -20 | -0.2 | -8
`CN(C)/C=C(\C#N)C(=O)c1cccc(Oc2ccc(Br)cc2)c1` in the list: -4 | 5 | -3 | 0.9 | 101 | 104 | 7 | -2 | 0.1 | -1
`CCN1CCN(Cc2ccc(OCc3ccccc3)c(OC)c2)CC1` in the list: -56 | 4 | 5 | 0.9 | 117 | 100 | 7 | 5 | -0.2 | -18
`O=C(NCCCn1ccnc1)c1sc2cccc(F)c2c1Cl` in the list: -24 | 6 | -5 | 0.9 | 99 | 104 | 10 | -3 | 0.3 | 1
